# Compound activity (PubChem)
# mIAP activ: activators of mouse IAP, primary screen, biochemical, luminescence, uHTS. intestinal alkaline phosphatase [Mus musculus]. 330,000 compounds, 0.24% hits. activation factor at 10 µM. AID 2805, 2010. muIAP, CDP-Star luminescence, 30 min; active compounds read high; 1 = vehicle-only enzyme signal, 0 = enzyme-free wells;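 active = activation factor of at least 2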; note: the source names both 10 and 20 µM as test concentration; values of inactives mirror those of a sister screen read the other way
#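 also added = chemiluminescent substrate CDP-Star | test system = mouse IAP enzyme | signal = chemiluminescence readout | compound = DMSO-dissolved test compounds | incubation = 30 min at room temperature | benchmarks = DMSO wells, no-enzyme wells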
# A3A deaminase: APOBEC3A ssDNA deaminase inhibitors, primary screen, selectivity assay for APOBEC3G inhibitor project, biochemical, FAM/TAMRA oligo cleavage fluorescence | recombinant A3A, FAM/TAMRA ssDNA deamination fluorescence | 330,000 compounds, 0.41% hits | AID 493011, 2011 | inhibition, % at 20 µM | DNA dC->dU-editing enzyme APOBEC-3A (Homo sapiens), P31941;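 active = at least 40% inhibition at 20 µM here, with at most 30% in a related deaminase screen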;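 note: plate controls were A3A with DMSO for no effect and wells lacking A3A enzyme for full effect; some results filed as inactive read as strong as hits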
# Target sequence (P31941 whole entry, looked up): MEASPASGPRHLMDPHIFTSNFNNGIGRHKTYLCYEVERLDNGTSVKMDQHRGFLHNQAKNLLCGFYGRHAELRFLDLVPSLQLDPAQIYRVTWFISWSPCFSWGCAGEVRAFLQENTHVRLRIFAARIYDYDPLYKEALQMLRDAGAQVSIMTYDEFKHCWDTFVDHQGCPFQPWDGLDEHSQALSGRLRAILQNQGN
# mIAP inh: inhibitors of mouse IAP, primary screen, biochemical, luminescence, uHTS; intestinal alkaline phosphatase [Mus musculus]; purified mouse IAP, CDP-Star luminescence, 30 min; inhibition, % at 10 µM; 330,000 compounds, 0.2% hits; AID 2806, 2010;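 active = inhibition of at least 40% at 10 µM in the primary screen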;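 note: plate controls were DMSO with enzyme for no effect and no enzyme wells for full effect; values of inactives mirror those of a sister screen read the other way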
# HKDC1 inhibitor: HKDC1 hexokinase inhibitors, primary screen, biochemical, fluorescence, uHTS | Q2TB90 | recombinant HKDC1, G6PDH/diaphorase resazurin coupled fluorescence | inhibition, % at 20 µM | 340,000 compounds, 0.16% hits | AID 493160, 2011;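 active = inhibition above about 35% when tested at 20 µM, limit read from the data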;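 note: plate controls were DMSO wells with enzyme for no effect and DMSO wells lacking enzyme for full effect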
#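 test system = in-house recombinant HK5 (HKDC1) enzyme | amount = HKDC1 at 5 µg/mL | control set = DMSO-enzyme wells negative, buffer-substituted wells positive | compound = one dose of 20 µM, 1% DMSO | schedule = reaction time 90 min, room temperature, protected from light | technique = resorufin fluorescence at 613 nm | reagent = glucose with 1 mM ATP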
# hIAP block: human IAP inhibitors, primary screen, biochemical, luminescence, uHTS | 330,000 compounds, 0.12% hits | inhibition, % at 10 µM | Intestinal-type alkaline phosphatase (Homo sapiens), P09923 | purified IAP, CDP-Star luminescence, 30 min | AID 2544, 2010;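 active = inhibition reaching a set limit with compound at 10 µM in the primary screen, cut at about 35% in these data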;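 note: plate controls were DMSO wells with enzyme for no effect and no-enzyme buffer wells for full effect; values of inactives mirror those of a sister screen read the other way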
# ATG4B inhibitor: ATG4B protease inhibitors, primary screen, biochemical, fluorescence, uHTS; Cysteine protease ATG4B (Homo sapiens), Q9Y4P1; AID 504462, 2011; ATG4B cleavage of LC3-PLA2, NBD-HPC fluorescence, 1 h; 340,000 compounds, 0.51% hits; inhibition, % at 8.33 µM; in the data active = inhibition above about 40%
# Target sequence (Q9Y4P1 whole entry, looked up): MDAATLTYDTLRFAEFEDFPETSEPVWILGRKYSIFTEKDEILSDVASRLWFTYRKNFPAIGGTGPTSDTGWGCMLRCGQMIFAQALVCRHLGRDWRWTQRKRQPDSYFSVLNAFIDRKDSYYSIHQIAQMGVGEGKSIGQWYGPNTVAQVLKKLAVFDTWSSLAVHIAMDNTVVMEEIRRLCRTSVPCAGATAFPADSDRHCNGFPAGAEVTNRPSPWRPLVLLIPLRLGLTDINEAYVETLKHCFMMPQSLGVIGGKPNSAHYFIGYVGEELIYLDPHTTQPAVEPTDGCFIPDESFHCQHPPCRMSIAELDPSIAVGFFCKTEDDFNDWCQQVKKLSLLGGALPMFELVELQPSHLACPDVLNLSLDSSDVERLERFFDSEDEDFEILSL
# PfG6PD inh: PfG6PD enzyme inhibitors, primary screen, biochemical, fluorescence intensity, uHTS; inhibition, % at 20 µM; PfGluPho enzyme, NADPH resazurin-diaphorase fluorescence; 350,000 compounds, 0.78% hits; glucose-6-phosphate dehydrogenase-6-phosphogluconolactonase (Plasmodium falciparum 3D7); AID 504690, 2011;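 active = inhibition reaching at least a set limit at 20 µM in the primary screen, cut at about 59% in these data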;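 note: 0% = DMSO wells with substrate and 100% = DMSO wells lacking glucose-6-phosphate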
# hIAP act: human IAP activators, primary screen, biochemical, luminescence, uHTS. Intestinal-type alkaline phosphatase (Homo sapiens), P09923. purified human IAP, CDP-Star luminescence, 30 min; active compounds read high; 1 = vehicle-only enzyme, 0 = enzyme-free background. 330,000 compounds, 0.16% hits. activation factor at 10 µM;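 active = activation factor of the enzyme at least 2-fold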; note: the source names both 10 and 20 µM as test concentration; values of inactives mirror those of a sister screen read the other way
# An asterisk follows results filed as active; · = no result given. Outcome played no part in choosing rows; about 2.4% have a hit in one of these screens.
SMILES,mIAP activ,A3A deaminase,mIAP inh,HKDC1 inhibitor,hIAP block,ATG4B inhibitor,PfG6PD inh,hIAP act
COCCNc1nnc(SC(C)C(=O)Nc2ccc(-c3nc4ccc(C)cc4s3)cc2)s1 (stereo not given),1.1,1,-9,15,1,19,7,0.99
COc1cc(/C=C2\SC(=S)N(c3cccnc3)C2=O)ccc1O,0.69,7,31,38*,22,-2,-9,0.78
COCCC(=O)N1CCC(Oc2ccc(C(=O)NC3CCOC(C)(C)C3)cc2)CC1 (stereo not given),0.97,3,3,-5,8,-5,-5,0.92
CCCC(=O)Nc1c2c(nn1-c1ccc(C)cc1)CS(=O)(=O)C2,0.96,-3,4,-2,7,-7,3,0.93
C/C(=N\NC(=O)c1ccc([N+](=O)[O-])cc1)c1cc2ccccc2oc1=O,0.88,-4,12,-7,-6,8,-2,1.1
Cc1ccc(C(=O)NCC(=O)OCCOc2cccc(Cl)c2)cc1,1,-2,-5,-3,2,4,14,0.98
CC(=O)c1cccc(NC(=O)C(C)OC(=O)CNC(=O)c2ccc(C)s2)c1 (stereo not given),1,3,-5,-12,-1,-13,0,1
CN1CCN(Cc2cc(=O)oc3cc4c(cc23)CCC4)CC1,0.92,1,8,1,11,-14,3,0.89
O=c1cc(Cn2nnc(-c3ccc(Cl)cc3)n2)nc2sccn12,0.97,-4,2,3,15,-7,8,0.85
O=C(CCCn1c(=S)[nH]c2ccsc2c1=O)NC1CCCCC1,1,-5,-3,4,-12,-1,7,1.1
COc1ccc(NC(=O)N(CCN2CCCC2)Cc2cc3cc(OC)c(OC)cc3[nH]c2=O)cc1,0.83,-2,17,-4,8,-5,8,0.92
CCc1nnc(NC(=O)c2ccc(OC)cc2OC)s1,0.95,-4,5,-5,-3,-24,10,1
Cc1ccc(N2C(=O)c3ccccc3C2=O)cc1,1.1,-4,-9,0,-10,5,4,1.1
[2H]C(CCOS(N)(=O)=O)c1ccc(C(C)(C)C)cc1 (stereo not given),1,-2,0,-1,1,-8,6,0.99
O=C(NCCCCc1ccccc1)C12CN(Cc3ccccc3)CC1C(c1cccc([N+](=O)[O-])c1)=NO2 (stereo not given),1,2,-4,-1,2,-5,15,0.97
O=C1CCCC2=C1C(c1ccccc1)CC(=O)N2c1ccccc1 (stereo not given),1.1,-1,-12,-3,21,-3,1,0.79
O=S(=O)(NCc1cn2ccccc2n1)c1cc(F)ccc1F,1,-4,-4,-3,1,1,-8,0.99
CCOc1ccc(NC(=O)CC2C(=O)N(c3ccccc3)C(=O)N2CCc2cccs2)cc1 (stereo not given),1,72*,-2,1,2,-6,-8,0.98
CC(C)CN1CCC(=O)N(CCN=[N+]=[N-])CC1,1,0,-3,-6,-1,-1,-15,1
CCCNC(=O)c1ccccc1NC(=O)c1cccc(-n2cnnn2)c1,0.96,-2,4,-3,0,-9,-2,1
O=C(COC(=O)CSc1ccc(F)cc1)NCc1ccco1,1,0,-3,-1,-9,5,-2,1.1
O=C1CCCN1S(=O)(=O)c1ccccc1,1.2,2,-23,-10,7,-3,7,0.93
O=C(OCCc1cc2ccccc2c(=O)o1)c1ccccc1C(F)(F)F,0.86,-2,14,0,-10,8,2,1.1
CCCC1Cc2nc(N3CCCCC3)c(C#N)cc2CO1 (stereo not given),0.93,7,7,-8,-2,3,9,1
CCCCN1CCCCC1C(=O)Nc1c(C)cccc1C (stereo not given),1,7,-1,-5,12,-4,2,0.88
O=C(Nc1ccccc1N1CCN(c2ccccc2)CC1)C12CC3CC(CC(C3)C1)C2,0.98,1,2,8,-10,-5,11,1.1
COc1ccc(NC(=O)c2ccccc2NC(=O)C2CC=CCC2C(=O)O)cc1 (stereo not given),0.99,-2,1,1,-2,5,-4,1
CC(OC(=O)c1nn(C(C)C)c(=O)c2ccccc12)C(=O)Nc1ncc(Cl)cc1Cl (stereo not given),0.95,3,5,-1,10,3,-9,0.9
O=C(O)CSc1c2c(nc3cc(C(=O)Nc4cccc(C(F)(F)F)c4)ccc13)CCCC2,0.83,-3,17,2,-7,-4,-14,1.1
Cc1ccc(NC(=O)COc2ccc(/C=N\NC(=O)c3cccnc3)cc2)cc1C,0.95,4,4,0,-10,-9,-5,1.1

# Exported with bars between the fields: part of the list above.
compound | mIAP activ | A3A deaminase | mIAP inh | HKDC1 inhibitor | hIAP block | ATG4B inhibitor | PfG6PD inh | hIAP act
O=C(COC(=O)CSc1ccc(F)cc1)NCc1ccco1 | 1 | 0 | -3 | -1 | -9 | 5 | -2 | 1.1
O=C1CCCN1S(=O)(=O)c1ccccc1 | 1.2 | 2 | -23 | -10 | 7 | -3 | 7 | 0.93

# (continued)
SMILES,mIAP activ,A3A deaminase,mIAP inh,HKDC1 inhibitor,hIAP block,ATG4B inhibitor,PfG6PD inh,hIAP act
O=[N+]([O-])c1ccc(NCc2ccc(Cl)cc2)nc1,0.96,-1,4,0,23,-4,7,0.77
COc1cccc(-n2c(SCC(=O)N3CCOCC3)nnc2-c2c[nH]c3ccccc23)c1,1.1,1,-10,3,13,-8,38,0.87
COc1ccc(C(=O)Nc2ccccc2N2CCOCC2)cc1S(=O)(=O)N1CCOCC1,0.91,-5,9,-4,2,-3,12,0.98
Oc1ccc(/C=C/c2nc(-c3ccccc3O)n(-c3ccccc3)n2)cc1,0.96,1,4,2,12,9,26,0.88
O=C(Nc1ccc(Cl)cn1)c1cnn2cccnc12,0.94,-2,6,-4,-6,0,13,1.1
Cc1ccc(-c2cc(C(=O)Nc3sc4c(c3C(=O)NCc3ccco3)CCC4)[nH]n2)c(O)c1,0.75,-5,25,-7,-4,33,-8,1
Cc1cccc(OCc2n[nH]c(=S)o2)c1C,1.1,2,-6,-11,4,1,-5,0.96
O=C1CSC(c2cccc(F)c2)N1c1ccccc1 (stereo not given),0.98,0,2,-6,4,-5,9,0.96
O=C1C2CC=C(Cl)CC2C(=O)N1CCC[n+]1cccc2ccccc21 (stereo not given),1.1,2,-6,-1,-4,2,4,1
Cc1ccccc1C=O,1.1,0,-7,-5,19,10,-3,0.81
CC(C)(C)C(=O)OC/C(N)=N/OC(=O)c1ccc(Cl)cc1,1.1,-1,-7,-2,-8,1,8,1.1
O=C(NCc1nc(-c2ccc(Cl)cc2)no1)c1ccco1,0.99,0,0,-3,20,-6,1,0.8
COc1ccc(/C=C2\SC(=S)N(CCC(=O)Nc3ccccn3)C2=O)cc1OC,0.82,-4,18,-3,-8,2,-8,1.1
CCOC(=O)c1c(NC(=O)CCN2C(=O)c3ccccc3C2=O)sc(C(=O)OC(C)C)c1C,0.85,1,15,-13,-2,1,-3,1
Cn1c2c(c(=O)n(C)c1=O)C(NC(=O)c1cccs1)(C(F)(F)F)C(=O)N2 (stereo not given),0.97,0,2,4,8,-1,-4,0.92
Cc1ccnc(NC(=O)CNC(=O)c2ccc(C)s2)c1,0.99,-2,1,-5,-3,-2,-5,1
COCCN1CCC(CNCc2cn(-c3cc(C)ccc3C)nc2-c2ccccc2)C1 (stereo not given),1.1,2,-10,-9,-18,-2,13,1.2
O=C(COC(=O)c1cccc(NS(=O)(=O)c2ccc(F)c(F)c2)c1)NC(=O)NC1CCCCC1,0.89,4,11,-5,13,-9,-17,0.87
O=C(Cn1cnc(S(=O)(=O)N2CCCCC2)c1)Nc1ccc(OC(F)(F)F)cc1,1.1,0,-7,-7,-23,-2,7,1.2
CCOC(=O)CCc1c(C)nc(SCCCn2c(=O)[nH]c3ccccc32)c(C#N)c1C,1,-3,-2,-4,-9,-10,32,1.1
Cc1ccc(OCC(=O)Nc2ccc(S(=O)(=O)N3CCOCC3)cc2)c([N+](=O)[O-])n1,1,-2,-4,-3,-2,-9,-3,1
CCOC(=O)N1CCN(S(=O)(=O)c2c(C)cc(C)cc2C)CC1,1,2,0,-6,25,-1,10,0.75
CCn1cc(C(=O)NCCCOC(C)C)c(=O)c2cc(S(=O)(=O)N3CCCC3)ccc21,1,-10,-3,-4,-13,5,-5,1.1
O=C(N/N=C/c1cc2c(cc1[N+](=O)[O-])OCO2)c1cccnc1,0.79,5,21,-2,-7,-4,45,1.1
O=C(COc1cccc2cccnc12)NNC(=O)Nc1ccccc1,0.9,3,10,5,-72,5,8,1.7
CCn1cc(CCC(=O)NCCc2ccccc2)c2ccccc21,1,3,-3,-1,-2,-3,10,1
Nc1nc2ccc(Cl)cc2c2nc(-c3ccco3)nn12,1,2,-4,·,15,·,·,0.85
O=C(C1COc2ccccc2O1)N1CCN(Cc2ccccc2)CC1 (stereo not given),1,-6,0,0,2,3,-20,0.98
COc1ccc(-c2nnn(CC(=O)N(C3CCCCC3)C(C)C(=O)NC3CCCC3)n2)cc1OC (stereo not given),1,-5,0,1,-6,-5,8,1.1
COc1ccc(NC(=O)C2CCCNC2=O)cc1 (stereo not given),0.94,-2,6,-5,-9,-5,-12,1.1

# Structural class, those above containing fluorine (eight)
SMILES,mIAP activ,A3A deaminase,mIAP inh,HKDC1 inhibitor,hIAP block,ATG4B inhibitor,PfG6PD inh,hIAP act
O=S(=O)(NCc1cn2ccccc2n1)c1cc(F)ccc1F,1,-4,-4,-3,1,1,-8,0.99
O=C(COC(=O)CSc1ccc(F)cc1)NCc1ccco1,1,0,-3,-1,-9,5,-2,1.1
O=C(OCCc1cc2ccccc2c(=O)o1)c1ccccc1C(F)(F)F,0.86,-2,14,0,-10,8,2,1.1
O=C(O)CSc1c2c(nc3cc(C(=O)Nc4cccc(C(F)(F)F)c4)ccc13)CCCC2,0.83,-3,17,2,-7,-4,-14,1.1
O=C1CSC(c2cccc(F)c2)N1c1ccccc1 (stereo not given),0.98,0,2,-6,4,-5,9,0.96
Cn1c2c(c(=O)n(C)c1=O)C(NC(=O)c1cccs1)(C(F)(F)F)C(=O)N2 (stereo not given),0.97,0,2,4,8,-1,-4,0.92
O=C(COC(=O)c1cccc(NS(=O)(=O)c2ccc(F)c(F)c2)c1)NC(=O)NC1CCCCC1,0.89,4,11,-5,13,-9,-17,0.87
O=C(Cn1cnc(S(=O)(=O)N2CCCCC2)c1)Nc1ccc(OC(F)(F)F)cc1,1.1,0,-7,-7,-23,-2,7,1.2
